# yeast cln2 rad14: NCI yeast anticancer drug screen, S. cerevisiae cln2 rad14 strain | % growth inhibition at 50 µM | actives 8.3% (n = 78,000);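 note: 0% = growth of vehicle-only cultures of the same strain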
#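 Test compounds were added to cln2 rad14 yeast cultures; inhibition of growth was then determined by comparison with vehicle treatment.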
# yeast mec2-1: NCI yeast anticancer drug screen, S. cerevisiae mec2-1 strain | actives 9% (n = 79,000) | % growth inhibition at 50 µM;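 note: 0% = growth of vehicle-only cultures of the same strain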
#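 Each compound was tested on mec2-1 yeast, a strain altered in DNA damage repair or cell cycle control. Growth inhibition is reported relative to vehicle.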
# yeast bub3: NCI yeast anticancer drug screen, S. cerevisiae bub3 mutant strain. % growth inhibition at 50 µM. actives 9.9% (n = 78,000);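 note: 0% = growth of vehicle-only cultures of the same strain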
#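 In this screen, a yeast mutant lacking normal mitotic checkpoint function is challenged with compound. Relative growth versus vehicle gives the inhibition value.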
# yeast mlh1 rad18: NCI yeast anticancer drug screen, S. cerevisiae mlh1 rad18 strain. % growth inhibition at 50 µM. actives 11% (n = 79,000). AID 175;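 note: 0% = growth of vehicle-only cultures of the same strain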
#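 Read-out is yeast growth inhibition, calculated against vehicle-only controls. The compound was applied to a strain engineered with DNA damage repair alterations.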
# yeast sgs1 mgt1: NCI yeast anticancer drug screen, S. cerevisiae sgs1 mgt1 strain. growth inhibition, % at 50 µM. actives 10% (n = 78,000). AID 161;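 note: 0% = growth of vehicle-only cultures of the same strain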
#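 Inhibition of yeast growth, normalised to vehicle-treated controls, is reported for a strain bearing genetic alterations in DNA damage repair.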
# rad50: NCI yeast anticancer drug screen, S. cerevisiae rad50 strain. growth inhibition, % at 50 µM. actives 10% (n = 79,000);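 note: 0% = growth of vehicle-only cultures of the same strain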
#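 Inhibition values express reduced yeast growth in compound-treated cultures relative to vehicle-treated controls.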
# Active calls of the source: *; · = no result given; & = joins results of further samples. Cut-off read from the data, not from the text of the source: active = growth inhibition above about 70%; inactive = the rest. No enrichment for hits. Share with any hit: about 14%.
No.	SMILES	yeast cln2 rad14	yeast mec2-1	yeast bub3	yeast mlh1 rad18	yeast sgs1 mgt1	rad50
1	OCC(O)C(O)C(O)C(O)c1nc2ccccc2[nH]1 (stereo not drawn)	·	1&1&-10&14&-5	·	·	2&-16&2&-8&3	7&-2&4&-3&6
2	COC(=O)C1CC=C(C)CC1C(=O)OC (stereo not drawn)	49	-7	4	-16	24	11
3	CCOC(=O)c1nn2c(nc1=O)sc1ccc3ccccc3c12	32	-6	25	2	8	-22
4	CSc1ncc(CO)c(Nc2ccccc2Cl)n1	-14	14	12	2	-19	3
5	Cc1ccc(S(=O)(=O)NC2(C=O)CCCC3CCCCC32)cc1 (stereo not drawn)	-9	6	0	21	-5	33
6	CSc1nnn(C(C)(C)C)n1	-16	6	-9	9	-4	5
7	COc1cccc(CSCC(=O)O)c1	7	-26	-18	-2	-44	-9
8	Cc1ccc(O)c(C(=O)c2ccccc2C(=O)O)c1	44	-12	5	22	-7	15
9	CCOC(=O)NC(C#N)=C(Cl)Cl	14	47	39	44	49	38
10	CC(CC(C)(C)C)C(=O)NC(N)=O (stereo not drawn)	-1	-4	9	8	-8	29
11	Cc1ccc2nc(Nc3ccc(Cl)cc3)cc(C(O)C3CCCCN3)c2c1 (stereo not drawn)	99*	100*	89*	100*	100*	100*
12	O=S(=O)(Nc1ccc(NS(=O)(=O)c2ccccc2)c(C(O)(c2ccccc2)c2ccccc2)c1)c1ccccc1	32	39	43	55	45	47
13	C=Nc1ccc(C)c(N=C)c1	-4	-29	-9	-23	-3	-19
14	CC(C(=O)c1ccccc1)C(O)(C(F)(F)F)C(F)(F)F (stereo not drawn)	-24	3	-1	-9	4	-5
15	Nc1nc2c(C(=O)N3CCCC3)nnn2c2cccc(Cl)c12	18	-12	10	0	17	-4
16	CCCCCOC(=O)c1ccc(C(C)C)cc1	8	-6	1	5	5	10
17	O=C(O)C1Cc2c([nH]c3ccccc23)C(C(=O)O)N1 (stereo not drawn)	14	12	7	13	4	5
18	CCC(=O)Nc1cccc([N+](=O)[O-])c1OC	-52	23	9	-15	-7	-5
19	COc1cc([N+](=O)[O-])ccc1N=Cc1ccc(C=Nc2ccc([N+](=O)[O-])cc2OC)cc1	-4	-15	-9	1	-6	2
20	CC(=O)N1C(=O)C2(Nc3cccnc3N2)c2ccccc21 (stereo not drawn)	-1	16	-1	-16	-2	-5
21	O=C(CNCc1ccccc1)Oc1c(Cl)c(Cl)c(Cl)c(Cl)c1Cl	51	62	20	65	85*	72*
22	CC(=O)C1CCC2C3CC(F)C4(O)CC(O)CCC4(C)C3CCC12C (stereo not drawn)	-10	-1	86*	32	62	4
23	O=S(=O)(Nc1nc2ccccc2nc1Nc1cccc2ccccc12)c1ccccc1	-14	-5	-11	-26	4	-1
24	CC(C)(C)C1=CC(N2CCCCC2)(C(C)(C)C)C=C(C(C)(C)C)C1=O	65	92*	81*	95*	95*	94*
25	Cn1c(=S)c2[nH]c(SCCCc3ccccc3)nc2n(C)c1=O	-32	-36	-26	12	-6	-19
26	CCOC(=O)c1cc(C)n(-c2ccc(-c3ccc(-n4c(C)cc(C(=O)OCC)c4C)c(C)c3)cc2C)c1C	-18	-1	5	18	17	40
27	COc1cc2c(cc1C(C)c1ccc(OC(C)=O)cc1)OCO2 (stereo not drawn)	-18	8	11	24	13	20
28	COC(=O)C(CCCN=C(N)N)NC(=O)c1ccccc1 (stereo not drawn)	44	18	-2	39	8	4
29	CCc1c(CNC2=NCCN2)c(CC)c(CNC2=NCCN2)c(CC)c1CNC1=NCCN1	3	4	20	9	21	12
30	O=C(/C=C/c1ccccc1)C1(c2ccccc2)CC1	-21	61	45	66	69	80*

# An excerpt of these results, with each value named.
8) Cc1ccc(O)c(C(=O)c2ccccc2C(=O)O)c1
  yeast cln2 rad14: 44	yeast mec2-1: -12	yeast bub3: 5	yeast mlh1 rad18: 22	yeast sgs1 mgt1: -7	rad50: 15
26) CCOC(=O)c1cc(C)n(-c2ccc(-c3ccc(-n4c(C)cc(C(=O)OCC)c4C)c(C)c3)cc2C)c1C
  yeast cln2 rad14: -18	yeast mec2-1: -1	yeast bub3: 5	yeast mlh1 rad18: 18	yeast sgs1 mgt1: 17	rad50: 40
13) C=Nc1ccc(C)c(N=C)c1
  yeast cln2 rad14: -4	yeast mec2-1: -29	yeast bub3: -9	yeast mlh1 rad18: -23	yeast sgs1 mgt1: -3	rad50: -19
10) CC(CC(C)(C)C)C(=O)NC(N)=O (stereo not drawn)
  yeast cln2 rad14: -1	yeast mec2-1: -4	yeast bub3: 9	yeast mlh1 rad18: 8	yeast sgs1 mgt1: -8	rad50: 29

# Looked up above.
# For rad50, OCC(O)C(O)C(O)C(O)c1nc2ccccc2[nH]1 (stereo not drawn) reads 7&-2&4&-3&6
# For yeast mlh1 rad18, CSc1ncc(CO)c(Nc2ccccc2Cl)n1 reads 2

# The list continues.
No.	SMILES	yeast cln2 rad14	yeast mec2-1	yeast bub3	yeast mlh1 rad18	yeast sgs1 mgt1	rad50
31	Nc1nc2cc(CNc3ccc(C(=O)O)cc3)ccc2nc1-c1ccccc1	-2	-9	12	-14	-14	-45
32	COc1ccc(C(=O)Nc2ccc(Br)cc2)cc1	-24	-15	-7	-30	-6	-18
33	CC(C)=CC1C(C(=O)Oc2cc(C)ccc2C(C)C)C1(C)C (stereo not drawn)	5	-4	25	5	22	12
34	CC(c1ccccc1)[P+](c1ccccc1)(c1ccccc1)c1ccccc1 (stereo not drawn)	97*	98*	96*	98*	98*	98*
35	CC(C)(O)C#CC#CC(C)(C)O	4	4	-41	-1	5	31
36	O=[N+]([O-])c1ccccc1S(=O)(=O)N(CCCCCN(S(=O)(=O)c1ccccc1[N+](=O)[O-])S(=O)(=O)c1ccccc1[N+](=O)[O-])S(=O)(=O)c1ccccc1[N+](=O)[O-]	21	-6	-28	-11	11	-6
37	C/C(CCc1cccc(Cl)c1)=N\NC(N)=O	-7	-8	9	9	-18	-17
38	C[Si](C)(C)CCc1ccccc1	-26	-15	1	-8	-12	3
39	O=C1c2ccccc2C(=O)N1/N=C/c1ccc(Cl)c(Cl)c1	·	-21	·	2	·	-14
40	CCCCCCCCCCCCOP(N)(=O)OCCCCCCCCCCCC	11	-25	11	12	16	-6
41	N=C1C=C(N)C(=O)c2[nH]c(=O)ccc21	6	17	-15	-38	-22	35
42	CN1CCN(c2nc3cc(F)ccc3n3cccc23)CC1	5	-4	-9	19	-13	-11
43	N#CC1=C(N)OC(c2ccc([N+](=O)[O-])cc2)C1(C#N)C#N (stereo not drawn)	42	65	42	39	56	58
44	O=C(Nn1c(-c2ccccc2)nc2ccccc2c1=O)c1cccc([N+](=O)[O-])c1	6	-34	24	4	-14	-28
45	CC1(C)OCC(C(O)C2OC(C)(C)OC2CO)O1 (stereo not drawn)	-64	-8	0	-7	15	-4
46	Nc1ccc2nc(N)sc2c1	43	-4	-15	-7	18	20
47	CC1(C)CCC2=C(O1)C(=O)c1ccccc1C2=O	3	-3	36	18	30	14
48	O=C(NC1CCCCC1)C1C(=O)N(C2CCCCC2)C(=O)/C1=N\O (stereo not drawn)	24	21	-3	4	14	0
49	O=C1C2=C(Nc3cc([N+](=O)[O-])ccc3N2)OC1c1c[nH]c2ccc(COc3ccccc3)cc12 (stereo not drawn)	29	40	-11	-2	5	3
50	O=C1C2=C(/C=C/c3ccccc3)OCCC2=NN1c1ccccc1	-5	-17	-15	14	-11	2
51	CS/C(C#N)=C(\C#N)SC	24	16	53	44	68	79*
52	N#CCc1c(C#N)c(N)nc(Cl)c1C#N	25	-2	15	12	26	5
53	NC(=O)N=Nc1c2ccccc2n2[nH]ccc12	8	40	7	-18	-8	-9
54	Fc1cccc(NC(=S)SCc2ccc(Cl)cc2)c1	100*	100*	100*	100*	100*	99*
55	COC1C(COC(C)=O)OC(n2cnc3c(=S)nc[nH]c32)C1OC(C)=O (stereo not drawn)	10	10	4	14	-4	13
56	Cc1cc2cc([N+](=O)[O-])ccc2n1C	7	7	-4	9	0	16
57	CCC1CCC(CC)C1O (stereo not drawn)	30	23	79*	28	27	35
58	O=S1(=O)CC=C1c1ccccc1	74*	96*	95*	98*	95*	96*
59	Cc1cc(N(CCC#N)CCC#N)ccc1/C=C(\N=[N+]=[N-])C(=O)NC(=O)COc1ccccc1	12	-20	-7	-9	5	16
60	CCSc1ncc(CO)c(N)n1	-3	-7	8	20	-2	22

# Sorted by SMILES length (largest number first): some entries from above.
No.	SMILES	yeast cln2 rad14	yeast mec2-1	yeast bub3	yeast mlh1 rad18	yeast sgs1 mgt1	rad50
59	Cc1cc(N(CCC#N)CCC#N)ccc1/C=C(\N=[N+]=[N-])C(=O)NC(=O)COc1ccccc1	12	-20	-7	-9	5	16
42	CN1CCN(c2nc3cc(F)ccc3n3cccc23)CC1	5	-4	-9	19	-13	-11
35	CC(C)(O)C#CC#CC(C)(C)O	4	4	-41	-1	5	31

# Later entries.
No.	SMILES	yeast cln2 rad14	yeast mec2-1	yeast bub3	yeast mlh1 rad18	yeast sgs1 mgt1	rad50
61	COc1ccccc1/C=N/NC(N)=O	-3	11	-6	9	3	22
62	O=C(O)/C=C/c1ccco1	-39&9	6&-17	-14&-6	9&-5	-6&7	16&-9
63	COC(=O)c1c2c(cc3c1CC1(Cc4cc5c(c(C(C)=O)c4C1)CCC5)C3)CCC2 (stereo not drawn)	-4	-16	-21	-41	-64	-34
64	O=C1OC(c2ccccc2)=N/C1=C\c1ccco1	20	-19	-22	24	-24	-3
65	CCOC(=O)CCCCCCCCC(=O)Nc1ccc(-n2[nH]c(=O)cc2C)cc1	7	-31	-4	-3	-28	-3
66	O=C(O)CCC1CCC(=O)O1 (stereo not drawn)	10	5	0	2	5	18
67	CC1=Nc2c([nH]c(=S)[nH]c2=O)NC(c2c(Cl)cccc2Cl)C1 (stereo not drawn)	-4	12	-4	35	14	4
68	O=C1NC(=O)C(c2ccccc2)(c2ccsc2)N1 (stereo not drawn)	11	-4	1	14	2	12
69	CCCCCCCCCCCCCCCCCCCOc1ccc(OCCCCCCCCCCCC)cc1	-40	-7	-1	-16	26	35
70	Cn1c(=O)c2[nH]c(N/N=N/c3nncs3)nc2n(C)c1=O	-20	-117	-19	-117	-52	-68
71	CC(C)(C)c1cc2c(O)c(c1)Cc1cc(C(C)(C)C)cc(c1O)Cc1cc(C(C)(C)C)cc(c1O)Cc1cc(C(C)(C)C)cc(c1O)Cc1cc(C(C)(C)C)cc(c1O)Cc1cc(C(C)(C)C)cc(c1O)Cc1cc(C(C)(C)C)cc(c1O)Cc1cc(C(C)(C)C)cc(c1O)C2	6	10	-14	-15	7	-13
72	COc1ccc(C(O)C(C)C(O)(C(F)(F)F)C(F)(F)F)cc1 (stereo not drawn)	64	68	73*	90*	89*	71*
73	Cn1c(=O)c(Br)c(Br)c(=O)n1-c1ccc(Br)cc1	-6	30	60	38	45	46
74	Cc1ccc(/C(O)=C/c2nc3ccccc3oc2=O)cc1	-19	35	26	1	-8	20
75	CN(C)N1C(=O)S/C(=C\c2ccc([N+](=O)[O-])cc2)C1=O	6	-14	-4	-16	1	-24
76	Cc1cc(C)c(NC(=S)NC(=O)c2ccccc2)cc1C	2	0	50	9	25	18
77	OCC(F)(F)C(F)(F)C(F)(F)C(F)(F)C(F)(F)C(F)(F)C(F)(F)C(F)F	-12	-11	5	9	-31	24
78	CC12CC(C(=O)O)C(C)(C1=O)C(c1ccccc1)=C2c1ccccc1 (stereo not drawn)	-23	-9	-13	1	-3	-60
79	CC(C)CCC(N)C(=O)O (stereo not drawn)	-16&-42	-1&-15	4&-3	-2&-23	-6&-12	0&-12

# A different layout for part of the listing above.
# Under each structure – yeast cln2 rad14 | yeast mec2-1 | yeast bub3 | yeast mlh1 rad18 | yeast sgs1 mgt1 | rad50
69: CCCCCCCCCCCCCCCCCCCOc1ccc(OCCCCCCCCCCCC)cc1
→ -40 | -7 | -1 | -16 | 26 | 35
66: O=C(O)CCC1CCC(=O)O1 (stereo not drawn)
→ 10 | 5 | 0 | 2 | 5 | 18
63: COC(=O)c1c2c(cc3c1CC1(Cc4cc5c(c(C(C)=O)c4C1)CCC5)C3)CCC2 (stereo not drawn)
→ -4 | -16 | -21 | -41 | -64 | -34
72: COc1ccc(C(O)C(C)C(O)(C(F)(F)F)C(F)(F)F)cc1 (stereo not drawn)
→ 64 | 68 | 73* | 90* | 89* | 71*

# High-throughput results from PubChem.
